# Assay outcomes from PubChem.
# JMJD2A Tudor inh – blocks the human JMJD2A Tudor domain. O75164. AlphaScreen JMJD2A-Tudor / H3K4me3 peptide binding. Potency, µM (highest dose often 114 µM), inactives show at the top dose activity change, negative = inhibition, actives largely listed as inhibitors. actives 4.4% (n = 390,000). AID 504339; also: % is scaled to controls: 0 for no effect and ±100 for the full control effect; nearly all actives have a fitted effect of over 50% in size
# BLM helicase inh – blocks DNA unwinding by human BLM helicase; recombinant BLM DNA unwinding, fluorescence dequenching; Potency, µM (doses to about 56.1 µM), without a hit: at the top dose activity change, negative = inhibition, usual class: inhibitors; actives 0.2% (n = 350,000); AID 2528;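 also: plate controls were vehicle for no effect and no enzyme for full effect; nearly all actives have a fitted effect of over 35% in size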
# POLH inh – DNA polymerase eta (human) inhibition. recombinant Pol eta, fluorescent DNA replication assay. Q9Y253. actives 1.2% (n = 390,000). AID 588591. Potency, µM (top dose mostly 114 µM), for inactives: top-dose activity change, negative = inhibition, actives largely listed as inhibitors; also: % is scaled to controls: 0 for no effect and ±100 for the full control effect
# Target sequence (Q9Y253 whole entry, looked up): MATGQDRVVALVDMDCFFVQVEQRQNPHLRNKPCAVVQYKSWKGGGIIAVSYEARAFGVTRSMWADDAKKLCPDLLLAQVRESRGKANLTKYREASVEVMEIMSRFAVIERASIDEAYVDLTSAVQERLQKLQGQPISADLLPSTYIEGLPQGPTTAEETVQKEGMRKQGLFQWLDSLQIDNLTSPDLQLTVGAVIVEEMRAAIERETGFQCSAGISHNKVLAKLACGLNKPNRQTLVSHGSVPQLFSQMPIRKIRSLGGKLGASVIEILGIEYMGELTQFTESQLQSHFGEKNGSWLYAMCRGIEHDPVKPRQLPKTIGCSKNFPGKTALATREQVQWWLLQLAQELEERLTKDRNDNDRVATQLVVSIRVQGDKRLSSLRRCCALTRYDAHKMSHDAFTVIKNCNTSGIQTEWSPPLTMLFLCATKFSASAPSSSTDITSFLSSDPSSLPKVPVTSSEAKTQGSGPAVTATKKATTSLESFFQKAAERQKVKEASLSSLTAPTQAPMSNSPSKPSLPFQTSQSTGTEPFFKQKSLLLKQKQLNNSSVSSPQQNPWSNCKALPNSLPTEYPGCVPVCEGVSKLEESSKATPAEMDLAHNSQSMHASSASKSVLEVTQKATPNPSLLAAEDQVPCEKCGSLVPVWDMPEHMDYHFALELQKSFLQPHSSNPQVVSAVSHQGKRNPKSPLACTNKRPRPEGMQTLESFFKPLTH
#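 Fluorescent replication assay: 50 nM final substrate added after a 15 min room-temperature compound preincubation with 10 nM enzyme. Signal taken at 0 min and again at 10 min.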
# APEX1 inh – blocks human APE1 abasic DNA cleavage. recombinant APE1, TAMRA/BHQ-2 abasic DNA cleavage fluorescence. Potency, µM (doses to about 65.8 µM), inactives show at the highest dose activity change, negative = inhibition, most hits filed as inhibitors. actives 0.35% (n = 350,000). AID 2517;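 also: plate controls were vehicle for no effect and reference inhibitor for full effect; nearly all actives have a fitted effect of over 55% in size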
# Target sequence (P27695 whole entry, looked up): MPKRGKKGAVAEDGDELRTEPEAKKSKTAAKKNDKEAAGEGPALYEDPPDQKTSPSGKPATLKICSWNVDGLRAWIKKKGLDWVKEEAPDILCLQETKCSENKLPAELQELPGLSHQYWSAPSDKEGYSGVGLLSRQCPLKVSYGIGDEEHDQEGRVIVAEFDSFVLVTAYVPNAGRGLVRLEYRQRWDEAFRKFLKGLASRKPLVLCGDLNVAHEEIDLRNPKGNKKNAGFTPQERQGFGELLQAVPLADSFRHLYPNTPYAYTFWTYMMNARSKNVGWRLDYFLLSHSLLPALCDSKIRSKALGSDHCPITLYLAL
#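 Enzyme (0.75 nM final) and test compound are incubated 15 min at room temperature before adding 50 nM quenched THF abasic-site duplex. Cleavage dequenches TAMRA, followed at 525/598 nm over three reads one minute apart.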
# POLB inh – blocks human DNA polymerase beta activity | actives 1.3% (n = 340,000) | Pol beta primer extension/strand displacement, fluorescence kinetic | P06746 | Potency, µM (highest dose often 114 µM), for inactives: at the top dose activity change, negative = inhibition, hits mostly inhibitors; also: % is scaled to controls: 0 for no effect and ±100 for the full control effect
#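 Preincubation: enzyme (10 nM) with compound, 15 min, RT. Reaction: substrate added to 50 nM final. Reads: 0 and 10 min. Analysis: normalized, Hill fit.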
# G9a inh – G9a (human) methyltransferase inhibition; AID 504332; G9a H3K9 monomethylation, AlphaScreen, 2 h; actives 8.8% (n = 350,000); Q96KQ7; Potency, µM (top dose mostly 102 µM), for the others: at the top dose activity, negative = inhibition, actives largely listed as inhibitors; also: % is scaled to controls: 0 for no effect and ±100 for the full control effect; nearly all actives have a fitted effect of over 75% in size
#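 Quantitative HTS format: methyltransferase activity on a biotin-tagged H3K9 peptide is measured by AlphaScreen, using a rabbit anti-monomethyl-H3K9 antibody with streptavidin donor and anti-IgG acceptor beads. Final levels are 20 nM enzyme, 500 nM peptide, 20 uM SAM; 2 h RT.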
# Pol iota inh – blocks human DNA polymerase iota activity; Q9UNA4; Pol iota fluorescent replication assay, 10 min; Potency, µM (titrated, usually from 115 µM), for the others: top-dose activity, negative = inhibition, most hits filed as inhibitors; actives 1% (n = 390,000); AID 588590
#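 Pol iota at 10 nM preincubated 15 min with compounds at room temperature; reaction started with fluorescent substrate, 50 nM final. Fluorescence read kinetically at 0 and 10 min; buffer-only wells as negative control.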
# BAZ2B inh – BAZ2B (human) inhibition. Q9UIF8. AlphaScreen BAZ2B-H3K14Ac peptide displacement. Potency, µM (top dose mostly 114 µM), for the others: top-dose activity change, negative = inhibition, hits mostly inhibitors. actives 4.4% (n = 360,000). AID 504333; also: % is scaled to controls: 0 for no effect and ±100 for the full control effect; nearly all actives have a fitted effect of over 60% in size
#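 Complex of BAZ2B and biotin-H3K14Ac (50 nM apiece) forms over 30 min at RT, then faces library compounds up to 110 uM for another 30 min; AlphaScreen beads added, 20 min dark incubation, luminescence read.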
# Pol kappa inh – blocks human DNA polymerase kappa activity | purified Pol kappa, fluorescent DNA synthesis assay, 10 min | Potency, µM (doses to about 107 µM), without a hit: top-dose activity, negative = inhibition, actives largely listed as inhibitors | actives 0.53% (n = 400,000) | AID 588579; also: % is scaled to controls: 0 for no effect and ±100 for the full control effect
#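 10 nM Pol kappa preincubated 15 min at room temperature with compounds, then reaction started with substrate at 50 nM final. Fluorescence read kinetically at 0 and 10 min; buffer-only wells served as negative control.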
# * marks the source's active call; other numbers are inactive results; ? = inconclusive; nt = no result given; [ ] = dose if it differs, or a comment. Calls follow the shape of the dose curve; as a rule, active = well fitted curve in the direction sought with a large enough effect; inconclusive = small, poorly fitted or top-dose-only effect, or another doubt; inactive = no such curve, though single readings can be large; an effect the other way counts as inactive or inconclusive. Potency is read from the fitted curve at half-maximal effect. An excerpt; count on the stated rates, not on these rows.
SMILES,JMJD2A Tudor inh,BLM helicase inh,POLH inh,APEX1 inh,POLB inh,G9a inh,Pol iota inh,BAZ2B inh,Pol kappa inh
O=C(COC(=O)C12CC3CC(CC(Br)(C3)C1)C2)Nc1cccc(S(=O)(=O)N2CCOCC2)c1,-21%,nt,-17%,-10%,nt,nt,17%,nt,-16%
NC(=O)c1ncn([C@@H]2O[C@H](CNCc3ccccc3OCc3ccc(Cl)cc3Cl)[C@@H](O)[C@H]2O)n1,-12%,nt,4%,nt,nt,nt,-8%,nt,11%
CC(C(N)=O)N1C(=O)C2C3C=CC(C3)C2C1=O (stereo not given),-1%,1%,-18%,14%,15%,8%[59 µM],14%,8%,-8%
Cc1ccc(N2C(=O)CSC23C(=O)Nc2ccccc23)cc1 (stereo not given),-3%,-4%,-13%,5%,-6%,8%[12.7 µM],-9%,-11%,5%
Cc1cc(S(=O)(=O)NCCN2CCOCC2)ccc1Cl,-22%,-2%,-9%,33%,-2%,4%,0%,-2%,-22%
CCOC(=O)c1sc2nc(C)cc(C)c2c1NC(=O)c1ccco1,-12%,1%,-4%,0%,17%,-8%,13%,3%,1%
CC(C)CNS(=O)(=O)c1ccc(CCC(=O)NCc2ccc(Cl)cc2)cc1,-5%,-3%,-19%,-20%,-8%,15%,15%,5%,4%
CC(NC(=O)COC(=O)CN1C(=O)C2CCCCC2C1=O)c1ccccc1 (stereo not given),10%,nt,-18%,8%,nt,nt,3%,nt,-2%
COCCn1c(SCC(=O)c2ccc(C)cc2)nc2cc(C(=O)NC3CCCC3)ccc2c1=O,8%,-2%,-5%,nt,26%,8%[59 µM],4%,0%,3%
CCOc1ccccc1N1CCN(C(=O)c2cc3ccccc3cc2OC)CC1,-28%,nt,-28%,7%,nt,8%,13%,9%,-6%
COc1cccc(C2CC(C(F)(F)F)n3ncc(C(=O)NCc4ccco4)c3N2)c1 (stereo not given),?,-5%,-4%,-4%,12%,?,-1%,?,4%
Cc1cccc(C)c1NC(=O)c1cc2sccc2n1Cc1ccc(F)cc1,-23%,-5%,-5%,nt,43%,38%[activator][59 µM],16%,19%,-5%
CCOC(=O)N1CCN(Cc2nc3c(c(=O)n(C)c(=O)n3C)n2CCC(C)C)CC1,-16%,-4%,-23%,?,0%,?,9%,33%[activator],-16%
CC(NC(=O)Cc1ccc(Br)cc1)c1ccccc1 (stereo not given),-13%,-3%,-15%,0%,52%,-9%,24%,5%,-13%
O=C(Nc1cccnc1)c1cc2c(s1)-c1ccccc1OC2,5%,-9%,-7%,-24%,19%,13%,8%,-1%,2%

# Molecules above that have a furan ring, fused or not, in the order listed:
SMILES,JMJD2A Tudor inh,BLM helicase inh,POLH inh,APEX1 inh,POLB inh,G9a inh,Pol iota inh,BAZ2B inh,Pol kappa inh
CCOC(=O)c1sc2nc(C)cc(C)c2c1NC(=O)c1ccco1,-12%,1%,-4%,0%,17%,-8%,13%,3%,1%
COc1cccc(C2CC(C(F)(F)F)n3ncc(C(=O)NCc4ccco4)c3N2)c1 (stereo not given),?,-5%,-4%,-4%,12%,?,-1%,?,4%

# Back to the main list with the 4 entries that preceded the break.
SMILES,JMJD2A Tudor inh,BLM helicase inh,POLH inh,APEX1 inh,POLB inh,G9a inh,Pol iota inh,BAZ2B inh,Pol kappa inh
Cc1cccc(C)c1NC(=O)c1cc2sccc2n1Cc1ccc(F)cc1,-23%,-5%,-5%,nt,43%,38%[activator][59 µM],16%,19%,-5%
CCOC(=O)N1CCN(Cc2nc3c(c(=O)n(C)c(=O)n3C)n2CCC(C)C)CC1,-16%,-4%,-23%,?,0%,?,9%,33%[activator],-16%
CC(NC(=O)Cc1ccc(Br)cc1)c1ccccc1 (stereo not given),-13%,-3%,-15%,0%,52%,-9%,24%,5%,-13%
O=C(Nc1cccnc1)c1cc2c(s1)-c1ccccc1OC2,5%,-9%,-7%,-24%,19%,13%,8%,-1%,2%
CC(C)[C@H]1COCCS(=O)(=O)N1Cc1ccccc1-c1ccccc1,?,nt,-21%,-9%,nt,nt,11%,nt,-2%
CCCCC(=O)Nc1cc([N+](=O)[O-])ccc1F,9%,-2%,-13%,2%,17%,-1%,43%[activator],-4%,9%
COc1cccc2cc(S(=O)(=O)c3ccc(F)c(C)c3)c(=O)oc12,-9%,-5%,5%,nt,31%,-20%[59 µM],-10%,-13%,0%
COc1cccc(-c2ccc3ncnc(N4CCNCC4)c3c2)c1,nt,9%,nt,1%,nt,23%[0.501 µM],nt,nt,0%[60.1 µM]
CC(=O)NC(Cc1ccc(F)c(F)c1)C(=O)NC1CCN(c2c(Cc3ccccc3)c(C)nc3ncnn23)CC1 (stereo not given),-7%,-13%,3%,8%,-27%,nt,3%,?,1%
COc1ccc(OCCCC(=O)N2CCN(S(=O)(=O)c3cccc(F)c3)CC2)cc1,-21%,nt,-6%,-8%,nt,-8%,-6%,9%,-19%
O=C(C[C@H]1C[C@H](C(=O)N2CCOCC2)[C@@]2(CCC3CCCC3)c3[nH]c4ccc(Cl)cc4c3CCN2C1=O)NCCN1CCOCC1,-7%,nt,-10%,41%,nt,nt,43%[activator],nt,13%
O=C(CCS(=O)(=O)c1ccc(Br)s1)NCc1ccccc1,-7%,0%,-9%,1%,-18%,17%[12.7 µM],7%,-6%,-12%
NC(=O)c1ccc(OCC(F)(F)F)nc1,-5%,-2%,-3%,-3%,0%,49%,-5%,1%,3%
O=C(COc1ccc(Cl)cc1)Nc1ncc([N+](=O)[O-])s1,-12%,-2%,-19%,0%,0%,?,5%,-24%,2%
Cc1cc(C(F)F)n2nc(C(=O)Nc3sc4c(c3C(N)=O)CCC4)nc2n1,-35%,-26%,20µM*,?,16µM*,40µM*,20µM*,-35%,?
Cc1ccc(C)c(NC(=S)NCCN2CCOCC2)c1,8%[11.4 µM],nt,-16%,nt,nt,nt,-5%,nt,1%
C=CCn1c(SCC(=O)NCc2ccccc2)nnc1-c1ccccc1O,8%,-6%,-15%,-5%,1%,-13%[59 µM],9%,1%,-10%
CCOc1ccccc1NC(=O)c1c(NC(=O)CCC(=O)O)sc2c1CCCCC2,45µM*,-6%,?,?,15%,25µM*,?,?,-31%
C=CCCC1CN(CCCC)S(=O)(=O)c2c(F)cccc2O1 (stereo not given),-32%,nt,-9%,nt,nt,nt,19%,nt,-1%

# Copied from the list.
# Pol kappa inh, CCOc1ccccc1NC(=O)c1c(NC(=O)CCC(=O)O)sc2c1CCCCC2 is entered as -31%
# POLH inh, Cc1cc(C(F)F)n2nc(C(=O)Nc3sc4c(c3C(N)=O)CCC4)nc2n1 is entered as 20µM*

# Next compounds follow.
SMILES,JMJD2A Tudor inh,BLM helicase inh,POLH inh,APEX1 inh,POLB inh,G9a inh,Pol iota inh,BAZ2B inh,Pol kappa inh
COc1ccccc1CN1C[C@@H]2C[C@@H](c3ccccc3C)N3CCC[C@@]23C1=O,-28%,-3%,-7%,-2%,2%,5%,-9%,-11%,-9%
O=c1cc(NCCO)c2ccccc2o1,0%,0%,-4%,14%,20%,4%,13%,0%,0%
CC(=O)NC1=NC(=O)/C(=C/c2cn(C(C)=O)nc2-c2ccccc2)S1,22µM*,-2%,?,1%,-13%,8.9µM*,22µM*,-28%,-21%
COC(=O)N1CCC2(CC1)CN(C(c1ccccc1)c1ccccc1)C2,nt,0%,nt,17%,nt,-2%[12.7 µM],nt,nt,-2%[60.1 µM]
COc1ccccc1CNS(=O)(=O)c1cc2c3c(c1)C(C)C(=O)N3CCC2 (stereo not given),-4%,0%,-10%,32%,27%,18%,?,-15%,5%
CCN(CC)S(=O)(=O)c1ccc(-c2nnc(SCC(=O)Nc3ccc(OC)cc3)o2)cc1,-5%,-12%,-8%,3%,29%,6%[59 µM],7%,2%,2%
CC(NC(=O)c1cc(S(=O)(=O)N2CCCC2)cn1C)c1ccccc1 (stereo not given),-15%,-1%,-5%,2%,21%,nt,-24%,-2%,-8%
O=C(CSCCSCC(=O)c1ccco1)c1ccco1,nt,-13%,nt,?,28µM*,10µM*,nt,?,nt
Cc1cc(NNC(=O)c2cccc(C(F)(F)F)c2)nc2c1c(C)nn2C,-2%,-8%,-7%,-1%,-5%,?,7%,-3%,-9%
Cc1ccc(NC(=O)C2(c3ccc([N+](=O)[O-])cc3)CCCC2)cc1,-30%,-4%,-26%,-10%,2%[57.1 µM],-13%,0%,1%,-4%
CCCC(=O)Nc1ccccc1NC(=O)c1ccc(OCC)cc1,-11%,0%,-3%,-6%,1%,7%,-1%,-26%,-6%
CC(=O)c1cccc(NC(=O)[C@H](Cc2ccccc2)N2Cc3ccccc3C2=O)c1,-18%,-4%,-20%,nt,-5%,2%[59 µM],23%,-21%,-7%
COC(=O)CSc1nc(Cc2ccccc2)nc2ccccc12,37%[activator],-4%,-9%,1%,-4%,118%[activator],8%,21%,-2%
CC1=CC(C)(C)NC(=S)N1CCO,7%,nt,-13%,nt,nt,nt,20%,nt,-5%
Oc1ccccc1C(=S)N1CCCCC1,3%,-2%,-13%,0%,-20%,10µM*,9%,-4%,6%
Cc1nc(NC(=O)CSc2nnc(-c3ccc4c(c3)OCO4)o2)c(Cl)cc1Cl,-5%,2%,-20%,4%,-2%,3%[59 µM],-2%,17%,-12%
O=C(CCCC(=O)OCC(F)(F)C(F)F)Nc1ccccc1F,0%,-1%,8%,-1%,-9%,0%,43%[activator],-6%,-16%
COc1ccccc1CNC(=O)COC(=O)Cc1c(F)cccc1Cl,1%,4%,-2%,-6%,6%,-27%,12%,-14%,-8%

# Results in G9a inh (2 entries from above):
structure	G9a inh
O=C(CSCCSCC(=O)c1ccco1)c1ccco1	10µM*
Cc1cc(NNC(=O)c2cccc(C(F)(F)F)c2)nc2c1c(C)nn2C	?
